OXTR agonist – activates the human oxytocin receptor; P30559; CHO-OTR cells, Fluo-8 calcium fluorescence; normalized: DMSO 0%, oxytocin 100%; activation, % at 3 µM; actives 0.32% (n = 320,000);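 active = activation above the mean of all tested compounds plus 3 SD, cutoff set per screening run, cut at about 20% in these data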;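 also: peak over basal fluorescence ratio from a 100 s FLIPR kinetic read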
Target sequence (P30559 whole entry, looked up): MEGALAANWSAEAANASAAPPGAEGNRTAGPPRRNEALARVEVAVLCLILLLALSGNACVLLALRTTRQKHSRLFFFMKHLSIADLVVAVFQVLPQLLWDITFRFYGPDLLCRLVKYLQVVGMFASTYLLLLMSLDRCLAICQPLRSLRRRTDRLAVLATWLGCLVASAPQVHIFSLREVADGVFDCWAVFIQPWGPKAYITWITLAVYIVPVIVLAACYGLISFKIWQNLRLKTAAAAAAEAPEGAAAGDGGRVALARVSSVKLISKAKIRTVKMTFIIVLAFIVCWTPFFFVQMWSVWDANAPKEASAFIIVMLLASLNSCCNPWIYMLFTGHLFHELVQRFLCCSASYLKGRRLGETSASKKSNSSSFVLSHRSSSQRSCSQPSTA
GPR7 antag – antagonists of human GPR7 (neuropeptides B/W receptor 1); inhibition, % at 4.4 µM; GPR7-expressing cells, fluorescence antagonist assay; AID 1861; actives 1.1% (n = 290,000); P48145; in the data active = inhibition above about 16%, passing the limit was not always enough;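 also: cells stimulated with the agonist NPW; 0% = agonist with vehicle and 100% = vehicle without agonist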
Target sequence (P48145 whole entry, looked up): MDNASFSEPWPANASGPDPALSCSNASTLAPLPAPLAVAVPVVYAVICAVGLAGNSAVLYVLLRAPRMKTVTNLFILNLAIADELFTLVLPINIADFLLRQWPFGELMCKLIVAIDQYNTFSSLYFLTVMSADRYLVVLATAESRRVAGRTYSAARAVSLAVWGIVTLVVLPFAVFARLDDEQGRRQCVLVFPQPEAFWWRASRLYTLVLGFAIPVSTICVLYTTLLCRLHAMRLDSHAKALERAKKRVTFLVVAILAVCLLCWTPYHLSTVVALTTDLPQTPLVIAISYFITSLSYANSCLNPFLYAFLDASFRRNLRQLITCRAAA
PHOSPHO1 inh – inhibitors of human PHOSPHO1 phosphatase; Q8TCT1; recombinant PHOSPHO1, absorbance phosphatase assay; inhibition, % at 13.3 µM; actives 1.1% (n = 290,000); in the data active = inhibition above about 60%
Target sequence (Q8TCT1 whole entry, looked up): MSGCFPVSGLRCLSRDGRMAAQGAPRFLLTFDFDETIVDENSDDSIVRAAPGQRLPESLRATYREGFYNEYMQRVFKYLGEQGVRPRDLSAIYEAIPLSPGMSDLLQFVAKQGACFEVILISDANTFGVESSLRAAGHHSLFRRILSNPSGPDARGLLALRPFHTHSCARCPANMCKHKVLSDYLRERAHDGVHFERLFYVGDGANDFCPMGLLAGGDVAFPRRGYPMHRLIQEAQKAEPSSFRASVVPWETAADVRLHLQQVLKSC
MEKK3 PB1 HTS – MEKK3-MEK5 PB1 interaction, increase or decrease; actives 1.4% (n = 290,000); AID 1529; bead-based flow cytometry, Alexa488-MEK5 binding to MEKK3; actives lie on both sides; 0 = blocked by unlabeled MEK5, 100 = vehicle; binding response (% of control), % at 10 µM;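 active = binding response more than 3 SD above or below the average of its plate-row segment, actives on both sides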;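 also: Alexa488 bead fluorescence after subtracting the streptavidin-only scavenger bead signal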
MEKK2 mut-MEK5 – signal of MEK5 binding to mutant human MEKK2 PB1 domain. AID 1530. actives 0.35% (n = 290,000). bead flow cytometry, Alexa488-MEK5 binding to MEKK2 mutant. percent response, % at 10 µM; in the data active = percent response above about 24%, passing the limit was not always enough; also: inactives centre near 1; some results filed as inactive read as strong as hits; reference of the scale not given here
PfM18AAP inh – PfM18AAP enzyme inhibition; recombinant PfM18AAP, H-Glu-NHMec fluorogenic cleavage; inhibition, % at 7.35 µM; actives 1.2% (n = 290,000); AID 1822;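 active = inhibition above the campaign mean inhibition over all tested compounds plus 3 SD, cut at about 28% in these data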;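 also: 0% = plate median of test compound wells and 100% = 2 mM ZnCl2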
MEKK2wt PB1 HTS – raises or lowers MEK5 binding to wildtype human MEKK2 PB1 domain | Q9Y2U5 | actives 1.1% (n = 290,000) | bead flow cytometry, Alexa488-MEK5 binding to MEKK2 WT; actives lie on both sides | binding response (% of control), % at 10 µM; in the data active = binding response below about 67% or above about 130%
NALP1 yeast inh – blocks the NALP1 inflammasome reconstituted in yeast; inhibition, % at 10 µM; S. cerevisiae NALP1/ASC/caspase-1 growth, X-gal OD620, 72 h; AID 2071; actives 0.61% (n = 280,000); in the data active = inhibition mostly above about 24%, no sharp cut-off; inactive = mostly below about 32%; also: some compounds called inactive have numbers as strong as hits
FID counter – displaces DNA intercalator in HCV helicase counter-screen. AID 1845. DNA fluorescent intercalator displacement, fluorescence. inhibition, % at 7.9 µM. actives 0.17% (n = 290,000); in the data active = inhibition above about 37%;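 also: 0% = vehicle and 100% = reference compound; higher means more ethidium bromide displaced from hairpin DNA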
Active calls of the source: *; . = no result given.

Screens in order: OXTR agonist, MEKK2 mut-MEK5, MEKK3 PB1 HTS, FID counter, GPR7 antag, NALP1 yeast inh, PfM18AAP inh, MEKK2wt PB1 HTS, PHOSPHO1 inh
COc1ccccc1N1C(=O)c2cccc3c(C(=O)O)ccc(c23)C1=O
    1.9, 4, 99, 1, -2, -6, -3, 104, 18
O=C(CC1CCS(=O)(=O)C1)NC1CCCCC1 (stereo unspecified)
    0.0, 6, 109, 6, -7, 10, 3, 110, 21
CCC(=O)N1CCc2cc(Br)cc(S(=O)(=O)CCC(=O)NCCOC)c21
    -0.4, -2, 96, -4, 5, 2, -2, 98, 10
OCC1(CCc2ccccc2)CCN(Cc2cc(F)ccc2-n2cccn2)CC1
    0.5, -9, 103, 18, 15, 2, -2, 98, 32
CCn1c(CNc2nc(-c3ccccc3)cs2)nnc1SCC(=O)NCc1ccco1
    ., 5, 109, -14, -3, 18, 7, 102, 40
O=c1cc(N2CCCCC2)c2ccccc2o1
    -1.2, -9, 98, 5, -2, -6, -3, 88, 25
CS(=O)(=O)N1CCN(C(=O)c2ccc3c(c2)OCCO3)CC1
    2.0, 2, 107, 0, -14, 8, -5, 105, 41
CN1/C(=C\C(=O)C[n+]2ccc3ccccc3c2)C(C)(C)c2ccccc21
    ., -2, 107, 1, 3, -1, -5, 104, 36
CCOC(=O)N/N=C(C)/C=C/c1ccco1
    -0.4, -1, 97, -5, -6, 17, 2, 96, -4
O=C(O)CSc1nnc(-c2ccccc2)o1
    0.5, 6, 98, 1, -5, -5, 1, 98, 23
COc1ccc(C2CC3(CC(C)(C)NC(=O)N3)Oc3cc(O)ccc32)cc1 (stereo unspecified)
    0.7, 1, 104, -21, -12, -5, -17, 98, -5
COc1ccc(NC(=O)C2CCCN(S(=O)(=O)c3ccc(C)cc3)C2)cc1OC (stereo unspecified)
    0.9, 1, 96, -31, -11, -79, 1, 102, 8
Cc1ccc(S(=O)(=O)CC(=O)Nc2nnc(C(C)(C)C)s2)cc1
    0.1, 0, 97, -22, -16, 4, 3, 98, 14
Cc1ccc(/C=C/C(=O)N2CCN(c3ccc(F)cc3)CC2)o1
    -2.2, 1, 102, -15, -3, 35, -37, 104, -18
Cn1c(=O)c2c(nc(N3CCOCC3)n2CCSc2ncccn2)n(C)c1=O
    -0.7, 9, 108, -6, -13, 23, -22, 108, -6
CCC(C)NC(=O)C1c2ccccc2C(=O)N(c2ccc(OC)cc2)C1c1ccc(OC)cc1 (stereo unspecified)
    -1.1, -2, 100, -6, -9, 2, -8, 101, 14
CCC(=O)Nc1cccc(NC(=S)NC(=O)c2ccc(Cl)cc2Cl)c1
    4.4, 4, 106, -11, -5, 17, -1, 110, -4
COc1ccc(C)cc1N(C(=O)c1ccco1)C(C(=O)NC1CCCC1)c1cc(OC)c(OC)c(OC)c1 (stereo unspecified)
    -1.4, -3, 101, -42, 43*, 11, -4, 93, 19
Cc1cc(C(=O)N/N=C/c2cccnc2)c2ccccc2n1
    0.4, 1, 102, -4, -4, 4, 0, 96, 24
CSc1nc2ccccc2n1C(=O)NC1CCCCC1
    0.4, ., ., 0, -6, -7, -4, ., -32
COc1ccc(CC(=O)Nc2ccc(/C(C)=N/NC(=O)c3ccc(OC)cc3OC)cc2)cc1
    ., 0, 97, -30, 6, 21, -5, 99, 26
CC1CN(/C(=N\S(=O)(=O)c2ccccc2)c2ccccc2)CC(C)O1 (stereo unspecified)
    -0.1, -5, 93, -10, -5, 2, -5, 99, 11
CN1C(=O)c2ccc(NC(=O)c3c(F)c(F)c(F)c(F)c3F)cc2C1=O
    3.8, 2, 102, 0, -10, 16, 0, 103, 13
CCOC(=O)c1c(C)[nH]c(C)c1C(=O)COC(=O)c1cc(OC)cc(OC)c1
    -0.7, 3, 106, -22, -12, 9, 3, 103, -8
Cc1cccc(OCCNC(=O)c2cccc(Oc3ccc(C(F)(F)F)cc3[N+](=O)[O-])c2)c1
    -0.2, -1, 77, -5, -9, 27, 11, 98, -9
COc1ccc(OCC(O)CNS(=O)(=O)c2cccc(Cl)c2)cc1 (stereo unspecified)
    -0.9, -13, 89, -11, -5, 36, -17, 89, 20
CC(NC(=O)CN(C)Cc1nc2ccccc2c(=O)[nH]1)c1ccccc1 (stereo unspecified)
    -1.2, 8, 108, -9, -5, 35, -9, 107, 15
CCCN(C(=O)CSc1nnc(-c2ccoc2C)n1N)C1CCS(=O)(=O)C1 (stereo unspecified)
    1.3, 2, 108, -2, -2, 32, 3, 98, -10
COC(=O)c1ccc(/C=N/N2C(C)CCCC2C)cc1 (stereo unspecified)
    -1.0, -14, 97, -1, -12, 23, -7, 93, 44
CCOC(=O)C1=C(C)Nc2nc(SCC)nn2C1c1ccc(OC)cc1 (stereo unspecified)
    -2.1, -8, 94, -2, -7, 16, 3, 90, -16
O=C(O)C1C(c2ccccc2)C(C(=O)N2CCOCC2)C1c1ccccc1 (stereo unspecified)
    -0.3, 7, 102, 4, -6, -21, -2, 102, -12
CCOC(=O)c1ccc(NS(=O)(=O)c2ccc3c(c2)NC(=O)CCS3)cc1
    -0.2, 1, 98, -34, -8, 8, 4, 100, 44
O=C(Nc1ccc(C(=O)O)cc1)Nc1cccc([N+](=O)[O-])c1
    1.7, -1, 98, -1, 3, 11, -4, 98, 7
C/C=C(\C)CN1CCC(n2nccc2NC(=O)CCc2ccccc2)CC1
    -0.6, 7, 102, 4, -7, 2, -6, 108, 22
CC1=C(C(=O)Nc2ccc(C)cc2C)C(c2cccc([N+](=O)[O-])c2)n2nc(C(=O)OC(C)C)nc2N1 (stereo unspecified)
    -1.0, -3, 94, 1, 7, 41, -2, 95, -1
CCOc1cc(/C=C2\NC(=O)NC2=O)ccc1OC(C)C(=O)O (stereo unspecified)
    0.9, 0, 95, -4, 32*, -2, 8, 98, .
CC1CCc2c(sc(N)c2C(N)=O)C1 (stereo unspecified)
    -1.5, 5, 111, 0, 0, ., 29*, 106, 6
COc1cccc(/C=N/n2nnc3c(cnn3-c3ccccc3)c2=O)c1
    1.6, ., ., 0, 15, -9, 11, ., -12
COc1ccc(C(=O)SC2=NCCS2)cc1OC
    5.3, 8, 104, 2, -1, 15, -15, 103, 8
COc1ccc([C@H]2/C=C\CN(S(C)(=O)=O)[C@@H](C)C(=O)N2Cc2ccc(F)cc2)cc1
    1.8, 1, 102, ., ., ., ., 106, .

3 compounds from above, limited to PfM18AAP inh and NALP1 yeast inh.
structure	PfM18AAP inh	NALP1 yeast inh
O=C(O)CSc1nnc(-c2ccccc2)o1	1	-5
COc1ccc(C2CC3(CC(C)(C)NC(=O)N3)Oc3cc(O)ccc32)cc1 (stereo unspecified)	-17	-5
COc1ccc(NC(=O)C2CCCN(S(=O)(=O)c3ccc(C)cc3)C2)cc1OC (stereo unspecified)	1	-79

(more compounds)
Screens in order: OXTR agonist, MEKK2 mut-MEK5, MEKK3 PB1 HTS, FID counter, GPR7 antag, NALP1 yeast inh, PfM18AAP inh, MEKK2wt PB1 HTS, PHOSPHO1 inh
CCOc1ccccc1NC(=O)Nc1ccncc1
    -0.6, 2, 102, 8, 3, 13, 2, 106, 19
COc1c(O)cccc1[C@H](O)C1CCN(CCc2ccc(F)cc2)CC1
    0.7, 4, 106, ., ., ., ., 106, .
CN(C)CC/C=C1\c2ccccc2COc2ccccc21
    2.4, 7, 112, 6, -3, 24, 0, 103, -1
Cc1ccc(C)c(/C=C2\CCn3c2nc2cc(C(=O)O)ccc2c3=O)c1
    1.8, 3, 101, -13, 0, 2, -13, 109, 31
CN1C(=O)CSC1=Nc1cccc(C(=O)O)c1
    1.1, -6, 96, 0, 2, 16, -2, 101, 18
COc1ccccc1NC(=O)Nc1ccc(-n2ccc(C(F)(F)F)n2)cc1
    0.3, -14, 95, -16, -4, 4, 1, 93, 6
CC(=O)N/C(=C\c1ccccc1)C(=O)OCCCOC(=O)/C(=C/c1ccccc1)NC(C)=O
    -1.2, 13, 105, -36, -10, 9, 0, 108, 33
COC(=O)CCC(=O)NC(=S)Nc1sc(C)c(C)c1C(N)=O
    -0.1, 0, 98, -2, 13, 23, 14, 102, 10
NNc1nc2sc3c(c2c(=O)n1C1CCCCC1)CCN(Cc1ccccc1)C3
    -2.0, 5, 98, -17, -17, -5, 6, 100, 43
COc1c(F)cc2[nH]c3c(c2c1F)CCNC3=O
    -1.5, 7, 112, ., ., ., ., 109, .
CCC(C)NCCCOc1ccc(Cl)cc1C(C)(C)C (stereo unspecified)
    1.0, -3, 96, 11, -2, 25, -3, 99, -7
COc1ccc(OCCSc2nnc(-c3cccnc3)n2N)cc1
    1.0, 1, 103, -16, -10, 21, 11, 105, 30
Cc1ccc(C(c2sc3nc(C)nn3c2O)N2CCN(CCO)CC2)cc1 (stereo unspecified)
    0.0, 3, 97, ., ., 4, ., 100, -10
CSc1nsc(SCC(=O)Nc2ccc(OC(C)=O)cc2)n1
    3.6, -2, 100, -6, -4, 13, -4, 99, 30
CCCCOP(=O)(OCCCC)C(O)c1ccc(F)cc1 (stereo unspecified)
    -2.3, -10, 92, -26, -3, -1, -1, 96, 8
O=C(Nc1ccccc1N1CCCC1)c1ccc(Cl)cc1Cl
    -2.6, -10, 102, 8, 3, -4, -2, 93, 8
O=C(O)CCNC(=S)Nc1cccc(F)c1
    -0.4, ., ., 1, -4, ., -10, ., 37
COc1ccc(-c2csc(Cc3nnc(N4CCOCC4)n3-c3ccccc3)n2)cc1
    -1.9, 6, 113, -28, -4, -1, 2, 105, 5
O=C(O)C1CC=CCC1C(=O)NCc1ccccc1 (stereo unspecified)
    0.9, 5, 102, -5, -6, 1, -3, 99, -14
CCc1ccccc1NC1c2ccccc2C(=O)N1Cc1ccco1 (stereo unspecified)
    -2.4, 5, 104, -22, -11, 12, 9, 104, 2
CC1CN(c2ccc(S(=O)(=O)N3CCCC3)cn2)CC(C)O1 (stereo unspecified)
    1.5, -17, 81, -5, -14, -6, -1, 86, 15
Cc1ccccc1-c1noc(-c2ccccc2C(=O)N2CCCC2)n1
    -1.4, 1, 96, -25, 3, 9, -7, 96, -14
CCc1cc(C(=O)N/N=C/c2ccc(O)cc2O)c2ccccc2n1
    -1.1, 5, 102, -18, 4, -9, 22, 105, 4
Cc1cccc(Nc2nc(N3CCOCC3)nc(N3CCOCC3)n2)c1
    -2.3, 4, 111, -28, -21, 2, -1, 108, -36
CC(C)C[C@H](N)c1nnc(S(=O)(=O)Cc2ccc(F)cc2)o1
    1.0, 7, 100, 2, -4, -2, -31, 102, 23
COC(=O)[C@@H]1C[C@@]2(O)[C@@H](O)[C@@H](O)[C@@H](O)C[C@H]2N1Cc1ccc(Cl)cc1
    0.5, 8, 112, ., ., ., ., 93, 26
CCN1CCCC1CNC(=O)C(=O)NCCc1ccc(OC)c(OC)c1 (stereo unspecified)
    0.0, 0, 100, 7, 0, 26, -15, 92, 23
Cn1c(=O)c2c(nc(NCCO)n2CCCc2ccccc2)n(C)c1=O
    ., 14, 108, -13, -13, 0, 3, 112, 29
Cc1cc(C)cc(NC(=O)CCC(=O)N2CCSc3ccccc32)c1
    -0.6, 4, 104, -41, -6, 8, 3, 107, 39
CC(=O)c1ccc(NC(=O)C2(c3ccccc3)CCOCC2)cc1
    -0.8, 0, 102, -7, -1, 12, 3, 103, 19
CCOc1ccc(C2C=C(c3ccccc3)Nc3ncnn32)cc1 (stereo unspecified)
    -0.4, 1, 101, -16, -6, 29, 11, 100, 16
COc1ccc(OC)c(N2C(N)=C(C#N)C(c3ccc(OC)c(O)c3)C3=C2CC(C)(C)CC3=O)c1 (stereo unspecified)
    0.9, 1, 106, -15, -9, ., 24, 95, 25
CC1CC(=O)Nc2ccccc2N1S(=O)(=O)c1ccc(F)cc1F (stereo unspecified)
    0.5, -2, 85, -5, -11, ., 4, 86, 58
COc1ccc(-n2c(Cc3ccccc3)nnc2SCc2ccc([N+](=O)[O-])cc2)cc1
    -1.7, -2, 106, -22, 5, 21, 3, 104, -18
COc1ccc(N(CC(=O)N2CCN(c3ccc(Cl)cc3)CC2)S(=O)(=O)c2c(C)noc2C)cc1
    -1.6, -7, 98, -35, -3, 14, 0, 98, 40
